From PubChem
C8 TRAIL sens – sensitizes caspase-8 expressing cells to TRAIL; NB7+C8 cells + TRAIL, ATPlite viability luminescence; actives 1% (n = 360,000); inhibition (viability loss, TRAIL sensitization), % at 10 µM;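 active = compounds causing at least 50% loss of cell viability in the single-dose screen, relative to plate controls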
LRH-1 inv ag – NR5A2 inverse agonism in reporter assay | O00482 | HEK293T StAR-luciferase reporter, LRH-1 transfected, 24 h | inhibition, % at 3.6 µM | actives 0.13% (n = 360,000) | AID 602396;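 active = inhibition above the mean inhibition of all tested compounds plus 3 SD, cut at about 73% in these data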;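 note: 0% = DMSO wells and 100% = reporter-only cells lacking LRH-1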
EBV LMP1 NFkB – inhibitors of Epstein-Barr LMP1-induced NF-kappaB reporter. LMP1-induced NF-kappaB luciferase reporter cells, luminescence. inhibition, % at 12.5 µM. actives 0.69% (n = 350,000). AID 504558; in the data active = inhibition above about 41%; inconclusive = no clear call, values can overlap the other calls;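 note: 0% = neutral control wells and 100% = reference inhibitor control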
NCOA1 inh – human NCOA1 inhibition; Q15788; AID 588354; HEK293 GAL4-SRC1 luciferase reporter, luminescence; inhibition, % at 3.6 µM; actives 0.12% (n = 360,000);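 active = inhibition above the campaign mean plus 3 SD, with each screening campaign given its own cutoff, cut at about 60% in these data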;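 note: 0% = DMSO treated cells and 100% = gossypol at 36 µM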
NOD2 RIPK2 PPI – blocks binding of human NOD2 to RIPK2; AID 624267; O43353; CHO BLA complementation NOD2-RIPK2, CCF4 ratio; actives 0.38% (n = 360,000); inhibition, % at 4.98 µM; in the data active = inhibition above about 21%;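 note: 0% = vehicle only and 100% = reference blocker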
Target sequence (O43353 whole entry, looked up): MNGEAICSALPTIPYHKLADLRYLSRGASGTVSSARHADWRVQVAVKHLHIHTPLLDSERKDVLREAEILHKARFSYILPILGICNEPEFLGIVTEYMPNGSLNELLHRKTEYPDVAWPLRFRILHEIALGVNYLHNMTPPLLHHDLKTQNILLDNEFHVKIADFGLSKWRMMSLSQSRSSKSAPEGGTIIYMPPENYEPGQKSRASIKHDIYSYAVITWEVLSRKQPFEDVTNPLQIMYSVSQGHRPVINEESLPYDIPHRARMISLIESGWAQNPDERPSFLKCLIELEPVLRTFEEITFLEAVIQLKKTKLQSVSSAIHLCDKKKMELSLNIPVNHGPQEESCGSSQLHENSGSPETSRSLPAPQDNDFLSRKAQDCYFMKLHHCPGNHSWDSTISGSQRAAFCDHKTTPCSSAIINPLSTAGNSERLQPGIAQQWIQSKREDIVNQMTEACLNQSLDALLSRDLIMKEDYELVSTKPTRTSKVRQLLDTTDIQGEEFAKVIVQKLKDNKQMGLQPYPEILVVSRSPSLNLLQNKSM
NR2F2 inh – inhibitors of human COUP-TFII (NR2F2). inhibition, % at 8.6 µM. actives 0.7% (n = 370,000). HEK293T NGFI-A luciferase reporter, luminescence;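 active = inhibition above a per-plate cutoff, mean inhibition of test wells between control levels plus 3 SD, cut at about 38% in these data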;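 note: cells cotransfected with COUP-TFII expression vector driving the NGFI-A reporter; 0% = median of COUP-TF2 test wells and 100% = reporter-only cells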
Target sequence (P24468 whole entry, looked up): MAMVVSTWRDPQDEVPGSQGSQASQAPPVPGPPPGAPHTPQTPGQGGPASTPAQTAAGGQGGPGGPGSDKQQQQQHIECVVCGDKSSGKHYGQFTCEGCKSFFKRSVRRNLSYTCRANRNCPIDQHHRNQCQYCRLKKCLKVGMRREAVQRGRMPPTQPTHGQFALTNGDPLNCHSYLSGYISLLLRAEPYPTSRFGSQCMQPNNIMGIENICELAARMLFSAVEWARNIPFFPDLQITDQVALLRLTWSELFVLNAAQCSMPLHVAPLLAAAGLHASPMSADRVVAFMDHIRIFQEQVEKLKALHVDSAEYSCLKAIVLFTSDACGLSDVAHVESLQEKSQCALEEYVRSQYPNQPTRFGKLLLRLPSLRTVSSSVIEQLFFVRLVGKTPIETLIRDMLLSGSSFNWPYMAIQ
TLR9-MyD88 block – TLR9-MyD88 interaction inhibition. CHO BLA complementation TLR9-MyD88, CCF4 FRET ratio. inhibition, % at 4.98 µM. actives 0.21% (n = 340,000). AID 504734;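 active = inhibition above the mean over all tested compounds plus 3 SD, cut at about 21% in these data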;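 note: 0% = DMSO only wells and 100% = clavulanate BLA inhibitor control wells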
Vif imaging – HIV Vif inhibition. HEK293T cells, Vif self-association by quenched fluorescence, imaging, 24 h. inhibition, % at 7.49 µM. actives 0.35% (n = 340,000). AID 602346; in the data active = inhibition above about 50%, passing the limit was not always enough; inconclusive = no clear call, values can overlap the other calls; inactive = below about 31%; note: some results filed as inactive read as strong as hits
TROY NFkB inh – TROY signaling inhibition | Q293 LMP1-TROYcd NF-kB luciferase reporter, 4 h | inhibition, % at 10 µM | actives 0.98% (n = 360,000);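 active = compounds whose plate-normalised and pattern-corrected inhibition of the luciferase reporter signal at the single screening dose is 50% or more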
SRC2 inh – human SRC2 (NCOA2) inhibition | AID 651957 | HEK293 GAL4-SRC2 luciferase reporter, luminescence | actives 0.17% (n = 370,000) | inhibition, % at 9 µM;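 active = inhibition above the mean inhibition of all tested compounds plus 3 SD, set per campaign, cut at about 52% in these data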;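 note: 0% = DMSO treated cells and 100% = cells given Gossypol at 36 µM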
SRC3 inh – human NCOA3 inhibition | Q9Y6Q9 | HEK293 GAL4-SRC3 luciferase reporter, luminescence | inhibition, % at 3.6 µM | actives 0.17% (n = 360,000);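 active = inhibition above a per-campaign cutoff, the mean of all compounds plus 3 SD, cut at about 60% in these data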;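 note: 0% = DMSO-treated cells and 100% = gossypol-treated cells at 36 µM; higher means less SRC3-driven luciferase light from the GAL4 reporter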
* marks the source's active call; other numbers are inactive results; ? = inconclusive; / = no result given; & = joins results of further samples. Not all compounds are listed, so the mix of outcomes need not match the whole.

SMILES	C8 TRAIL sens	LRH-1 inv ag	EBV LMP1 NFkB	NCOA1 inh	NOD2 RIPK2 PPI	NR2F2 inh	TLR9-MyD88 block	Vif imaging	TROY NFkB inh	SRC2 inh	SRC3 inh
CCc1ccc(N2C(=O)NC(=O)/C(=C/c3cccn3CCOc3ccc(C)cc3)C2=O)cc1	-8	0	2	-27	2	1	0	-19	-94	-16	-13
CC(C(N)=O)N1CC(c2ccccc2)CC1=O (stereo not drawn)	-5	-5	6	-16	-1	3	-3	-10	1	-14	-2
O=C(NC1CONC1=O)OCC(Cl)(Cl)Cl (stereo not drawn)	5	9	1	3	-7	10	-8	4	5	5	4
c1ccc2c(CN3CCCCCCC3)c[nH]c2c1	-13	28	-23	-27	-6	-16	-1	3	0	4	-4
O=C(CN1CCCCC1)NCC(=O)Nc1ccc(Br)cc1C(=O)c1ccccc1	4	7	3	7	1	5	-1	/	-2	26	1
C[C@]12CC[C@H](O)CC1=CC(=O)C1C2CC[C@]2(C)C(=O)[C@H](O)CC12 (stereo partly drawn)	10	-22	1	11	-10	-9	1	15	3	8	5
OC(c1ccc(F)cc1)C(c1ccccc1)N1CCOCC1 (stereo not drawn)	2	1	-3	4	-9	-7	0	/	-23	6	15
CCC(C)N=Cc1c(O)n(-c2ccccc2)c(=O)[nH]c1=O (stereo not drawn)	-11	-2	-7	-9	-7	-10	-2	14	-6	0	12
C[C@]12CC[C@H](OS(=O)(=O)O)CC1=CC[C@@H]1[C@@H]2CC[C@]2(C)C(=O)CC[C@@H]12	3&6&-7	-6&15&-4	8&-5&9	-7&1&-6	-9&-6&-8	-4&-14&-6	7&0&-6	12&-10&-6	-3&7&-1	0&3&-2	-26&7&-12
Cc1cccc(C)c1-n1nnnc1C(c1ccccc1)N1CCC2(CC1)C(=O)NCN2c1ccccc1 (stereo not drawn)	10	1	/	-9	-1	13	/	1	-12	-3	3
O=c1[nH]c(=O)n(Cc2ccccc2)c(O)c1/C=C1\C=Nc2ccccc21	-9	21	0	-11	-13	5	4	3	11	-6	-6
CCc1nc2ccccc2c(=O)n1-c1ccc2ccccc2c1	19	5	0	-1	0	12	4	-3	-2	27	-41
Cc1c(NP(=O)(C(C)(C)C)C(C)(C)C)c(=O)n(-c2ccccc2)n1C	-1	-13	0	-30	-10	-5	-3	-1	7	-1	14
Cn1c(O)c(C=Nc2cccc(C(F)(F)F)c2)c(=O)n(C)c1=O	-9	6	5	-11	-1	-3	-3	-6	-1	12	4
O=[N+]([O-])/C=C1\NCCN1Cc1ccc(Cl)nc1	1&-1	16&20	0&0	0&-2	-2&-16	-7&6	-7&-1	16&5	4&6	-17&-17	9&6
CCOc1ccccc1OCC(=O)Nc1ccc(Cl)cc1C(=O)c1ccccc1	17	-12	-5	0	-17	13	-13	-1	-2	-23	26
N[C@@H](CCl)C(=O)O	2	2	3	-2	-8	13	-8	-5	8	-21	-27
Cc1nc2ccccc2c(=O)n1-c1ccc(F)cc1F	10	11	-4	-3	-5	8	9	3	0	9	2
COc1cc(C(CN)CC(=O)O)ccc1O (stereo not drawn)	2	6	-21	-1	-14	8	12	2	-4	-6	9
O=C1NC(=O)N(c2ccccc2)C(=O)/C1=C/c1ccc(Sc2ccccc2)o1	-9	-3	12	-2	6	/	-4	25	15	/	2
N#CC1(c2ccccc2)CCN(C2CC(=O)N(c3ccc4c(c3)OCO4)C2=O)CC1 (stereo not drawn)	-1	-28	-8	10	-12	-15	-2	-7	-4	7	14
COC(=O)C1=C(c2ccc(S(C)(=O)=O)cc2)C[C@@H]2CC[C@H]1N2C(=O)NCCCOC(C)C	-2	6	-3	-17	-6	-1	-4	2	-10	-4	0
COc1ccc(C(=O)Nc2cccc(S(=O)(=O)NCc3ccco3)c2)cc1	21	16	5	7	-8	2	-7	-15	9	-8	8
CC(Cc1ccccc1)NCCC(=O)NC(C)Cc1ccccc1 (stereo not drawn)	-1	17	4	2	-6	-10	6	0	12	8	0
CCOc1cc(CNCCc2c[nH]c3ccccc23)cc(Cl)c1OC	20	7	3	5	-3	-16	-3	-3	2	4	23
Cc1nn(Cc2ccccc2)c(Cl)c1C(=O)OC(C)C(=O)Nc1ccc(F)cc1Cl (stereo not drawn)	7	8	-13	-14	-3	2	-1	-2	21	9	16
CCCCn1c(=O)c(C(=O)NCCc2ccccc2)c(O)c2ccccc21	34	-2	8	-5	6	7	-5	-2	27	2	-3
CCOc1c(Cl)cc(CNCCc2c[nH]c3ccccc23)cc1OC	-11	-10	-7	6	-6	11	-1	-5	23	26	2
Fc1cccc(C2NCc3ccccc3-n3cccc32)c1 (stereo not drawn)	-4	9	/	6	-4	6	-15	-5	-1	-1	14
c1cncc(C2CCCCN2Cc2ccc3c(c2)OCO3)c1 (stereo not drawn)	9	-35	-6	-7	-2	-20	0	-19	-6	-2	3
COC(=O)C1=C(c2ccc3ccccc3c2)C[C@@H]2CC[C@H]1N2C(=O)N1CCCCC1	2	11	20	6	10	30	-2	0	24	23	-9
O=c1c2ccccc2nc(-c2ccccc2)n1-c1nccs1	7	37	5	12	5	6	-1	-13	21	3	19
COC(=O)C1=C(c2ccc(F)cc2F)C[C@@H]2CC[C@H]1N2C(=O)NCc1ccc(F)cc1	-3	-6	-12	0	14	-2	-1	26	1	10	-4
COc1ccc(CCNCc2ccccc2F)cc1	8	-27	3	-4	2	-17	8	-14	-32	-74	3
CCOC(=O)CN1C(=O)C2(C(C#N)=C(N)Oc3ccccc32)C(C(=O)OC)=C1C (stereo not drawn)	-14	-5	14	-7	-5	-15	4	4	-4	13	10
O=C1CC(c2cccnc2)=NN1c1ccccc1	-9	0	-3	5	1	-2	0	/	-2	-16	25
CN1C(=O)C(Cc2cccc3ccccc23)C(=O)N(C)C1=O	-14	4	-14	-84	1	/	8	18	-4	/	4
COc1ccc2c(C)c(CC(=O)N3C[C@H]4C[C@@H](C3)c3cccc(=O)n3C4)c(=O)oc2c1	7	-18	3	-29	-7	-27	-6	-10	-10	0	-15
N#CC(c1cccnc1)N1CCOCC1 (stereo not drawn)	-16	13	2	6	-11	5	-10	-8	9	-9	-5
CC(CN(C)C1CCN(C)CC1)c1ccccc1 (stereo not drawn)	-24	3	1	7	-13	11	-4	8	13	-3	-1
CCCCCn1c(=O)c(C(=O)Nc2c(C)n(C)n(-c3ccccc3)c2=O)c(O)c2ccccc21	21	3	1	-2	-10	15	-7	7	8	-3	23
CCC[C@H](N[C@@H](CCC)[C@H](O)c1ccccc1)[C@H](O)c1ccccc1	16	11	-3	5	9	-17	1	12	10	-59	19
CCCCCCCSc1cc(OC)c(CCNC)cc1OC	42	-16	-66	-14	-1	-15	-4	-3	-22	20	9
CCCCNC(=S)N1CCn2cccc2C1c1cccnc1 (stereo not drawn)	-8	11	1	0	6	-13	8	5	-2	-7	2
CCOC(=O)c1cc2c(cn1)[C@H](CCO)NC2	-30	7	-5	-3	-5	-18	-11	/	-10	-19	2

Whole records, quoted from the list. Values in the order: C8 TRAIL sens, LRH-1 inv ag, EBV LMP1 NFkB, NCOA1 inh, NOD2 RIPK2 PPI, NR2F2 inh, TLR9-MyD88 block, Vif imaging, TROY NFkB inh, SRC2 inh, SRC3 inh
O=C1CC(c2cccnc2)=NN1c1ccccc1 reads -9, 0, -3, 5, 1, -2, 0, /, -2, -16, 25
CC(CN(C)C1CCN(C)CC1)c1ccccc1 (stereo not drawn) reads -24, 3, 1, 7, -13, 11, -4, 8, 13, -3, -1

The list continues:
SMILES	C8 TRAIL sens	LRH-1 inv ag	EBV LMP1 NFkB	NCOA1 inh	NOD2 RIPK2 PPI	NR2F2 inh	TLR9-MyD88 block	Vif imaging	TROY NFkB inh	SRC2 inh	SRC3 inh
CCOC(=O)C1(c2ccccc2)CCN(CCC(=O)Nc2ccc(C(=O)OC)cc2)CC1	3	29	0	1	5	2	15	0	-7	-7	5
COc1cc(C(=O)OC2C[C@H]3CC[C@@H](C2)N3C)ccc1O (stereo partly drawn)	-11	-6	-1	-3	-11	23	0	/	-18	10	-1
COc1ccc(C=O)cc1O	-14	1	1	6	7	2	7	-3	-12	-27	-15
CCCCCCC[n+]1ccc(-c2cc[n+](CCCCCCC)cc2)cc1	32	2	2	7	-7	-5	-1	1	-2	4	3
CCCCOCCCn1c(N)c(C(=O)OCCOC)c2nc3ccccc3nc21	-11	37	9	0	12	14	-11	-15	47	5	12
O=c1[nH]c(=O)n(C2CCCCC2)c(O)c1C=NCCCn1ccnc1	-1	-6	0	3	-10	5	-7	/	15	0	17
C[N+]1(C)CCC(OC(=O)C(c2ccccc2)c2ccccc2)CC1	-2	8	6	1	-5	-23	11	4	9	-9	-50
CCCCCCNc1nc(OC)nc(N2CC3CC(C2)c2cccc(=O)n2C3)n1 (stereo not drawn)	-1	-36	-5	11	-12	15	-10	-3	25	-19	-2
Cc1ccc(-c2nc3ccc(Cl)cc3n2OC(=O)N(C)C)cc1	40	-155	-22	-74	2	-20	4	-6	38	-21	-118
CC(C)NS(=O)(=O)c1ccc(OCC(=O)N2CCN(Cc3ccccc3)CC2)cc1	2	9	7	4	-13	13	8	-7	11	-2	4
CCOC(=O)C(O)(c1cn(C)c2ccccc12)C(F)(F)F (stereo not drawn)	-6	-8	-8	-13	2	5	-5	-9	-11	10	16
O=C1NC(=O)C(=Cc2ccco2)C(=O)N1	-5	-7	3	-5	-1	7	-13	0	1	-22	8
O=C1NC(=O)N(Cc2ccc(F)cc2)C(=O)/C1=C/c1cccs1	16	7	-2	-18	-3	20	7	36	34	11	17
O=CC(Br)P(=O)(N1CCOCC1)N1CCOCC1 (stereo not drawn)	-3	0	/	-16	4	-11	/	-2	-22	-3	5
Cc1nc2ccc(Br)cc2c(=O)n1-c1ccc([N+](=O)[O-])c(C(F)(F)F)c1	-3	8	11	2	-10	36	-2	1	56*	20	13
CC1([N+](=O)[O-])COP(=O)(Nc2ccccc2F)OC1 (stereo not drawn)	2	5	-3	-6	-10	-7	-2	10	4	-16	-22
Cc1cccc(OP(N)(N)=O)c1C	-6	4	6	-7	7	13	-11	0	-3	6	11
COC(=O)C1=C(c2ccc(OCc3ccccc3)cc2)C[C@@H]2CC[C@H]1N2C(=O)NCCCc1ccccc1	3	-11	13	8	-18	-5	8	-3	9	-26	-2
N#Cc1c(N2CCNCC2)nc(-c2ccco2)c2c1CCCC2	1	21	0	3	-3	-9	2	-3	-5	18	7
Cc1n[nH]c(C)c1CCN	0	-1	36	7	-1	13	9	3	-6	2	7
CCC(=O)C(CCN1CCOCC1)(c1ccccc1)c1ccccc1	-9	11	-8	-2	-8	12	5	6	14	-9	8
COc1ccc(N2C(=O)NC(=O)/C(=C\c3ccc([N+](=O)[O-])s3)C2=O)cc1	4	3	3	-4	4	7	16	3	16	-2	4
O=[N+]([O-])c1cnc[nH]1	2	12	1	-7	-2	13	-13	-3	-5	-34	-4
Oc1cc2c(cc1CN1CCN(c3ccccc3F)CC1)OCO2	-8	-1	1	11	-1	2	-6	-2	-2	-20	-11
C[C@]12CCC3C(CC[C@H]4C[C@@H](O)CC[C@]34C)C1CC[C@@H]2N (stereo partly drawn)	-2	10	-2	13	4	2	0	?	-17	-57	-3
